Hck-Nef inh = inhibitors of human Hck kinase activated by Nef. P08631. Recombinant Hck-YEEI plus Nef, Z-Lyte FRET kinase assay. inhibition, % at 20 µM. actives 0.68% (n = 220,000). AID 463187;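 active = Hck-Nef kinase inhibition above about 50%, limit read from the data; inactive = inhibition below that limit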;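 also: 0% = DMSO with Hck plus Nef and 100% = Hck alone without Nef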
NPY-Y1 PAM-ag = potentiators or agonists of human neuropeptide Y receptor Y1 | AID 1304 | NPY-Y1 expressing cells, potentiator/agonist activation | activation, % at 3.6 µM | actives 0.37% (n = 220,000); in the data active = activation above about 33%, passing the limit was not always enough;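 also: cells stimulated with NPY at EC10 then isoproterenol at EC100; 0% = low agonist plus stimulus and 100% = saturating agonist plus stimulus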
p97 inhibitor = blocks human p97 ATPase activity; P55072; recombinant p97 ATPase, Kinase-Glo ATP luminescence, 3 h; inhibition, % at 8 µM; actives 0.42% (n = 220,000); in the data active = inhibition above about 15%;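 also: 0% = DMSO vehicle and 100% = wells lacking enzyme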
Runt-CBFb FRET = blocks binding of human RUNX1 Runt domain to CBFb; Cerulean-Runt/Venus-CBFb FRET ratio 530/480, 1 h; inhibition, % at 20 µM; actives 0.46% (n = 220,000); AID 1496;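 active = inhibition over about 50% at 20 µM in the single-dose screen, limit read from the data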;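 also: 0% = DMSO wells and 100% = excess unlabeled CBFb competitor control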
Target sequence (Q01196 whole entry, looked up, the tested form may be a part): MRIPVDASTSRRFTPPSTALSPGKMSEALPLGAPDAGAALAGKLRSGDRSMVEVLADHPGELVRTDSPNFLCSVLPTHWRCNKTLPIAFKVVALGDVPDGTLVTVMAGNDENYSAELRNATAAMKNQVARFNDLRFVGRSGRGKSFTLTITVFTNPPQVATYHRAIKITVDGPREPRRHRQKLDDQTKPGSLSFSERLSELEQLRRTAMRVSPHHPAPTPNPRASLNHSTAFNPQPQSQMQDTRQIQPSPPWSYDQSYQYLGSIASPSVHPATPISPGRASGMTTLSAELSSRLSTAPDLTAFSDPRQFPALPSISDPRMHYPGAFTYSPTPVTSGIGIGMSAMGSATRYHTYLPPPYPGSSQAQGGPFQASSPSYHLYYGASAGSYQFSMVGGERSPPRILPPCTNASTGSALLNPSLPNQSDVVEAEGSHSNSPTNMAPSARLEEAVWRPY
Target sequence (Q13951 whole entry, looked up, the tested form may be a part): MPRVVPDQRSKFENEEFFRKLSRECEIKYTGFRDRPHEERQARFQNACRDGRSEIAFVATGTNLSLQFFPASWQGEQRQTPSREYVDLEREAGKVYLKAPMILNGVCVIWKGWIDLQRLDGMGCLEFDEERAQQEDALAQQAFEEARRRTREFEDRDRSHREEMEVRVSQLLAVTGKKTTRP
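Schedule: protein complex preformed 1 h, compound exposure 1 h, room temperature, dark; test system: Cerulean-labeled Runt domain protein; amount: 100 nM per protein; buffer or medium: Tris 50 mM pH 7.5, KCl, K2SO4, 0.01% BSA; read-out: loss of energy transfer signal; detection: FRET fluorescence; controls: 5 µM unlabeled CBFb as full-inhibition high control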
Mdm2 ligase inh = Mdm2 E3 ligase (human) inhibition | Q00987 | cell-based MDM2 ubiquitination luciferase reporter, 2 h; 0 = plate control, 100 = twice control, blank-subtracted | signal enhancement, % at 5 µM | actives 0.11% (n = 210,000);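 active = signal enhancement of 30% or more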;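 also: luminescence tracks abundance of the self-degrading MDM2-luciferase fusion protein; higher signal means inhibition of MDM2 E3 ligase activity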
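system = mammalian cells stably expressing self-ubiquitinating, self-degrading MDM2 E3–luciferase fusion | quantity = 2000 cells per well seeded | incubation = 4 h cell settling then 2 h compound exposure, 37 °C | signal = SteadyLite luminescence, 15 min reagent step | benchmarks = plate control and blank wells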
NPY-Y2 PAM-ag = human NPY-Y2 potentiation or agonism, primary screen | cells expressing NPY-Y2, potentiator/agonist read-out | activation, % at 3.6 µM | actives 0.45% (n = 220,000); in the data active = activation above about 27%;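 also: cells stimulated with NPY near EC25 plus isoproterenol at EC100; 0% = vehicle plus submaximal agonist and 100% = vehicle plus saturating agonist; some results beyond the cut were filed as inactive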
RBBP9 inh = blocks human serine hydrolase RBBP9; recombinant RBBP9, FP-Rh probe fluorescence polarization; inhibition, % at 7.94 µM; actives 0.2% (n = 220,000);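 active = inhibition above the campaign mean of all tested compounds plus 3 SD, cut at about 14% in these data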;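 also: plate controls were DMSO wells with RBBP9 for no effect and wells lacking RBBP9 protein for full effect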
Target sequence (O75884 whole entry, looked up): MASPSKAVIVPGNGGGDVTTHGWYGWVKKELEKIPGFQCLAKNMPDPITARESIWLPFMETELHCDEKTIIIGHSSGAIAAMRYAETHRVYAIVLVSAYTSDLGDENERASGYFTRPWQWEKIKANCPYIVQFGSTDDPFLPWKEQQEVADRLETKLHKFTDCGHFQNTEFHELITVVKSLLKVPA
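Assay system: recombinant human RBBP9; Reagent: Serine-hydrolase probe FP-Rh, 375 nM pre-mixing; Doses: 7.94 µM single dose, 0.794% DMSO; Incubation: 30 min then 45 min, 25 °C; Detection: fluorescence polarization (mP), excitation 525 nm, emission 598 nm; Evaluation: percent inhibition from mP, scaled between DMSO and no-protein wells.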
NPY Y1 blocker = blocks the human neuropeptide Y Y1 receptor; HEK293-CNG Y1 cells, membrane potential fluorescence; NPY at EC95, then isoproterenol; inhibition, % at 3.6 µM; actives 1% (n = 200,000);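 active = inhibition above the campaign mean inhibition of all tested compounds plus 3 SD, cut at about 20% in these data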;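 also: 0% = DMSO wells given NPY plus isoproterenol and 100% = isoproterenol alone without NPY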
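Benchmarks – high control isoproterenol alone, low control NPY with isoproterenol · Material – HEK293 Y1/CNG channel cell line · Times – dye 3 h, compound 60 min room temperature, stimulation 45 min · Probe or stimulus – NPY (25 nM), isoproterenol (1 µM), Ro 20-1724 (25 µM) · Evaluation – % inhibition of NPY effect · Signal – fluorescence, membrane potential probe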
Runt-SMMHC FRET = inhibitors of human RUNX1 Runt domain binding to CBFb-SMMHC | Cerulean-Runt/Venus-CBFb-SMMHC FRET ratio 530/480, 1 h | inhibition, % at 20 µM | actives 0.74% (n = 220,000) | AID 1434;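 active = mean inhibition across duplicate retests at 20 µM reaching about 50%, limit read from the data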;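 also: 0% = DMSO wells and 100% = wells with excess untagged CBFb-SMMHC; inhibitors lower the FRET ratio by blocking Runt binding to CBFb-SMMHC; some results filed as inactive read as strong as hits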
* = called active by the depositor; · = not tested or not shown.

SMILES	Hck-Nef inh	NPY-Y1 PAM-ag	p97 inhibitor	Runt-CBFb FRET	Mdm2 ligase inh	NPY-Y2 PAM-ag	RBBP9 inh	NPY Y1 blocker	Runt-SMMHC FRET
CCOC(=O)Cn1c(=O)oc2cc(S(=O)(=O)NCCc3ccc(OCC)c(OCC)c3)ccc21	0.0	-15.5	-8.2	0.3	-24.2	-5.8	-3.2	-1.3	2.1
O=C(Nc1cccc(C(F)(F)F)c1)/C(=C\c1ccco1)NC(=O)c1cccs1	1.5	22.5	2.9	4.0	7.7	13.3	-13.4	-1.7	-5.0
Cc1ccc(N(Cc2ccc(C(=O)NN=C3CCN(C)CC3)cc2)S(C)(=O)=O)cc1C	1.2	-9.0	4.6	-3.5	-13.8	-3.6	-10.3	3.2	-2.1
Nc1c(-c2ccccc2)c(CN2CCOCC2)nn1-c1ccccc1	0.1	-5.0	-3.3	0.9	-3.2	-8.4	0.7	3.3	4.3
Cc1sc(-c2ccccn2)nc1OC(=O)c1ccc(F)cc1F	-25.6	26.4	4.5	-4.7	-45.1	36.8*	10.7	-4.0	-14.6
COc1ccc(C2C(C(=O)N3CCC(C)CC3)c3ccccc3C(=O)N2C)cc1 (stereo unspecified)	0.3	4.5	3.5	-2.6	5.7	6.8	1.1	3.4	1.0
CC1CCN(S(=O)(=O)c2ccc3[nH]cc(C(=O)NCCN4CCOCC4)c(=O)c3c2)CC1	-1.0	0.0	-2.7	-1.3	-5.1	-0.6	0.8	-1.3	-3.6
COc1ccc(NC(=O)Cn2c(=O)sc3ccccc32)cc1	1.4	-0.2	2.4	2.2	-10.3	7.2	-7.9	1.2	-3.1
CCOC(=O)C1=C(C)n2c(s/c(=C3\C(=O)Nc4ccccc43)c2=O)=NC1c1ccc(OC)cc1 (stereo unspecified)	-0.4	-2.4	2.0	12.5	-8.5	-0.9	-7.2	2.6	-4.0
CCN1CCN(C(=O)Nc2ccccc2OC)CC1	9.2	-14.5	-3.0	-3.6	0.3	2.6	-1.1	-0.8	-2.3
COC1CC(C)NC(=S)N1 (stereo unspecified)	6.0	16.0	9.7	2.4	-6.8	8.6	3.2	·	-4.2
COC(=O)C(=O)/C=C(\O)c1c(C)cc(C)cc1C	17.2	-10.2	3.1	1.1	2.1	-24.2	-1.2	·	3.1
Cc1[nH]nc(N)c1N=Nc1ccc(Br)cc1	16.9	21.0	1.9	-1.4	-39.5	12.4	7.5	-4.3	-6.2
CCC(c1nnnn1C1CCCC1)N1CCN(c2ccccc2)CC1 (stereo unspecified)	-0.5	-15.6	0.6	0.3	-6.5	3.0	-7.2	15.8	12.2
O=Cc1ccccc1-n1cncn1	-13.9	16.4	3.5	0.3	-13.8	-7.7	-1.6	-2.8	0.2
O=c1cc(CN2CCN(CCO)CC2)c2cc3c(cc2o1)CCC3	2.7	4.4	-1.4	-1.1	-8.8	11.4	-8.9	6.2	2.0
CC1CC(C)CN(S(=O)(=O)c2ccc(C(C)(C)C)cc2)C1 (stereo unspecified)	-18.0	-14.6	-2.1	-0.3	-33.8	-9.0	10.8	0.9	3.0
O=C(O)c1csc(Cc2ccccc2)n1	17.3	-32.9	5.4	0.8	-4.4	-10.4	-6.8	14.4	1.9
COc1cccc(C2=NOC(C(=O)Nc3cc(C)on3)C2)c1OC (stereo unspecified)	18.7	-13.7	0.2	4.1	·	-17.8	-0.1	·	-9.0
Cc1nc2c(c(=O)c3ccccc3n2C)c(=O)n1-c1ccc(F)cc1	4.8	6.3	5.1	2.2	-12.3	-21.1	1.6	·	-2.7
Cc1nn(C)c(C)c1S(=O)(=O)N(CC(=O)NC1CCCCCC1)c1ccc(C(C)C)cc1	-0.1	4.4	2.9	-17.4	-12.6	-1.6	-0.5	7.2	-8.5
Cc1ccc(NC(=O)NCCN2C(=O)C3C4C=CC(C4)C3C2=O)cc1 (stereo unspecified)	-0.1	-8.1	-7.5	0.9	-15.3	5.9	-10.9	-0.6	-7.2
COc1ccccc1-c1nnc(SCC(=O)NC2CCS(=O)(=O)C2)n1CCc1ccccc1 (stereo unspecified)	4.8	-18.9	7.8	-2.1	-6.8	-7.4	-5.2	0.4	-0.8
CCCC(=O)Nc1cccc2c1CCCC2	0.6	2.9	-1.2	-1.4	-3.2	15.2	-10.9	0.3	1.0
CCN1CCN(CCCN(Cc2ccco2)C(=S)Nc2ccc(Cl)c(C)c2)CC1	-14.6	7.0	-5.4	2.0	-11.9	-5.8	-8.3	7.5	-0.3
(further entries)
SMILES	Hck-Nef inh	NPY-Y1 PAM-ag	p97 inhibitor	Runt-CBFb FRET	Mdm2 ligase inh	NPY-Y2 PAM-ag	RBBP9 inh	NPY Y1 blocker	Runt-SMMHC FRET
CCc1ccc2nc(Nc3ncc(C(C)=O)c(C)n3)nc(C)c2c1	13.5	9.3	5.3	1.5	·	-7.9	7.5	·	-6.3
COc1cccc(/C=C(/CC(=O)Nc2ccc(N3CCOCC3)cc2)c2nc3ccccc3s2)c1	2.5	-26.0	2.4	6.7	-18.1	-15.0	-2.3	0.4	-2.1
O=C(CCC1CCCCC1)Nc1nccs1	22.3	-1.6	-0.3	-1.2	-12.6	-18.0	-4.2	0.2	0.4
COc1cccc2cc(C(=O)Nc3ccc(F)cc3)c(=Nc3ccc(C(=O)O)cc3)oc12	27.4	-1.6	4.5	-4.7	·	-10.8	-3.6	3.5	-1.0
COc1cccc(-c2noc(-c3cccs3)n2)c1	0.4	8.2	2.1	-2.8	-51.2	5.3	-6.4	8.6	1.7
O=C1CCCC(=O)C1=C1SCCS1	0.1	6.6	4.0	-1.1	1.5	10.8	1.9	-3.8	1.7
Cc1ccc(N/C=C/C(=O)c2sc(-c3ccccc3)nc2C)cc1	0.4	-14.9	0.8	-4.1	-19.3	-25.7	-8.6	13.3	-46.2
Brc1ccc(-c2cn3ccccc3n2)cc1	-0.4	-8.8	-0.4	-0.1	-40.5	3.5	-6.4	·	0.9
Cc1nnc(SCc2c(Cl)cccc2Cl)n(N)c1=O	-9.4	0.9	3.7	-2.3	-0.8	-4.0	-0.1	0.5	-3.6
NC(=O)c1nn(-c2ccccc2)nc1NC(=O)CN1CCOCC1	22.4	-1.6	4.4	1.5	·	15.3	-3.9	·	0.8
O=C(Cc1ccc(-c2ccccc2)cc1)NCc1cccnc1	20.7	-3.5	6.5	0.8	5.8	2.1	-1.9	4.9	0.0
OCCC1CN(Cc2nc3ccccc3[nH]2)CCN1C1CCCC1 (stereo unspecified)	16.0	-9.0	5.6	-1.9	3.8	-3.6	-7.8	2.1	-2.1
Cc1ccc(NC(=S)N2CCN(Cc3ccccc3)CC2)c(C)c1	-1.0	-12.6	-0.1	2.1	-0.9	16.9	-6.4	-1.8	-6.0
CC1(C)CC(NS(=O)(=O)c2ccccc2)CC(C)(C)N1	-0.3	9.5	5.6	-0.2	-0.8	1.1	-10.5	-1.4	-8.2
O=C1c2cccc3cccc(c23)C(=O)N1c1ccncc1	6.6	-25.4	4.8	2.1	-4.5	9.0	6.2	-2.4	10.2
COc1ccc(NC(=O)CSc2nnnn2C)c([N+](=O)[O-])c1	21.6	-17.2	3.7	1.0	-6.8	-11.8	0.4	2.6	-4.3
O=c1c2cccc3c2c(nn1CN1CCOCC1)-c1ccccc1-3	10.6	1.7	0.8	-3.6	-11.0	5.4	-10.1	-2.3	-8.4
COc1ccc(CCNCc2ccc(OCc3ccc(Cl)nc3)c(OC)c2)cc1OC	1.9	-8.8	-4.0	2.9	-4.0	-24.5	-2.4	1.5	2.0
Cc1nc2cc(NC(=O)N3CCCCC3)ccc2n1C	6.3	-26.2	-2.6	2.4	-6.5	-11.2	-7.7	8.5	-3.6
CC(C)(C)NC(=O)COC(=O)c1snc(C(=O)NC2CCCCC2)c1N	3.2	-28.6	-1.7	-1.4	-12.8	12.0	-4.3	9.4	1.2
COc1ccc(CCNC(=O)c2cc(-c3ccc4c(c3)OCO4)on2)cc1OC	0.6	-6.7	-2.0	1.3	-10.8	-4.0	-0.2	0.6	1.0
COc1ccc(C(=O)CSc2nnc(NC(=O)C3CC(=O)N(c4ccccc4)C3)s2)cc1 (stereo unspecified)	5.7	3.5	4.9	-3.9	-8.6	10.7	-6.5	5.5	-2.4
O=C(CSc1nnc(-c2ccco2)o1)c1ccc(F)c(F)c1	0.9	-3.8	2.5	3.8	-23.4	10.0	-0.8	-2.0	4.5

Some of these compounds in order of their number in NPY-Y1 PAM-ag, largest number first.
Molecule	Hck-Nef inh	NPY-Y1 PAM-ag	p97 inhibitor	Runt-CBFb FRET	NPY-Y2 PAM-ag	RBBP9 inh	NPY Y1 blocker	Runt-SMMHC FRET
O=C1CCCC(=O)C1=C1SCCS1	0.1	6.6	4.0	-1.1	10.8	1.9	-3.8	1.7
O=C(CCC1CCCCC1)Nc1nccs1	22.3	-1.6	-0.3	-1.2	-18.0	-4.2	0.2	0.4
COc1cccc(/C=C(/CC(=O)Nc2ccc(N3CCOCC3)cc2)c2nc3ccccc3s2)c1	2.5	-26.0	2.4	6.7	-15.0	-2.3	0.4	-2.1

Look-ups from the list.
In Mdm2 ligase inh, `OCCC1CN(Cc2nc3ccccc3[nH]2)CCN1C1CCCC1` (stereo unspecified) is entered as 3.8
In p97 inhibitor, `NC(=O)c1nn(-c2ccccc2)nc1NC(=O)CN1CCOCC1` is entered as 4.4
In Hck-Nef inh, `CCc1ccc2nc(Nc3ncc(C(C)=O)c(C)n3)nc(C)c2c1` is entered as 13.5
In RBBP9 inh, `Brc1ccc(-c2cn3ccccc3n2)cc1` is entered as -6.4

Another view of three compounds above.
Results follow in this order: Hck-Nef inh	NPY-Y1 PAM-ag	p97 inhibitor	Runt-CBFb FRET	Mdm2 ligase inh	NPY-Y2 PAM-ag	RBBP9 inh	NPY Y1 blocker	Runt-SMMHC FRET
> Cc1nnc(SCc2c(Cl)cccc2Cl)n(N)c1=O
    -9.4	0.9	3.7	-2.3	-0.8	-4.0	-0.1	0.5	-3.6
> NC(=O)c1nn(-c2ccccc2)nc1NC(=O)CN1CCOCC1
    22.4	-1.6	4.4	1.5	·	15.3	-3.9	·	0.8
> O=C(Cc1ccc(-c2ccccc2)cc1)NCc1cccnc1
    20.7	-3.5	6.5	0.8	5.8	2.1	-1.9	4.9	0.0

Compound activity: PubChem BioAssay, several laboratories
